Source: PubChem BioAssay (several laboratories)
Avidin fluor – compound fluoresces at 488/530 nm on avidin beads | compound fluorescence 488/530 nm, flow cytometry; stronger effect = higher value | fluorescence (KMESF) at 10 µM | 220,000 tested, 0.38% active; in the data active = fluorescence above about 47; also: inactives centre near 10
Rab2 wt GTP – changes GTP binding to wildtype dog Rab2A, up or down; P61105; GST-Rab2 wt beads, Bodipy-GTP binding, flow cytometry; GTP binding activity, % at 10 µM; 190,000 tested, 0.19% active; AID 760;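 active = GTP binding activity at least 20 points away from 100%, either lowered or raised; inconclusive = signal likely due to the compound's own green fluorescence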;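 also: 0% = beads with excess unlabeled GTP and 100% = no-compound control corrected for plate trend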
HRas wt GTP – human HRas wildtype GTP binding, change in either direction; AID 759; 190,000 tested, 0.14% active; GST-Ras wt beads, Bodipy-FL-GTP binding, flow cytometry; actives lie on both sides; P01112; GTP binding activity, % at 10 µM;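 active = GTP binding activity at least 20% away from the 100% baseline, either lowered as inhibitor or raised as activator; inconclusive = flagged as likely green fluorescent, judged across all proteins in the well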;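 also: 0% = unlabeled GTP competition control and 100% = no-compound control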
Target sequence (P01112 whole entry, looked up): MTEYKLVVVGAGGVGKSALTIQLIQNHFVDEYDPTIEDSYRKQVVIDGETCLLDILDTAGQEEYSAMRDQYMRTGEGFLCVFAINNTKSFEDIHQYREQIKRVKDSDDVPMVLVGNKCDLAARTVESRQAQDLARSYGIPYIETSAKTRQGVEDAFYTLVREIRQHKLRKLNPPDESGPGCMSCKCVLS
Mcl1-Noxa inh – Mcl-1/Noxa interaction inhibition; Q07820; TR-FRET Mcl-1/Noxa peptide binding, 2 h; inhibition, % at 21.7 µM; 220,000 tested, 1.5% active;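 active = compounds that cut the protein-peptide binding signal by more than 50% relative to plate controls in a single-dose test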;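 also: His-tagged Mcl-1 with rhodamine Noxa BH3 peptide and terbium anti-His antibody; 0% = Mcl-1 plus Noxa peptide wells and 100% = peptide-only wells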
Target sequence (Q07820 whole entry, looked up): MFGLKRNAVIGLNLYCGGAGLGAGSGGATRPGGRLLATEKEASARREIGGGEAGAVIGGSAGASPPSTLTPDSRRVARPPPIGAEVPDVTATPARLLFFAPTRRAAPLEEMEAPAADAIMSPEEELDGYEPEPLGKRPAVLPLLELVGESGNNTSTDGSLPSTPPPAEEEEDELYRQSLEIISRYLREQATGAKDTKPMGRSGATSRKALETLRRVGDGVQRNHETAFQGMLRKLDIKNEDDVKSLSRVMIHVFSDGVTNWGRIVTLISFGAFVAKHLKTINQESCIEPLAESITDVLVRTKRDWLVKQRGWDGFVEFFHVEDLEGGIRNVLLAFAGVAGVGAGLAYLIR
Rab7 wt modul – dog Rab7 wildtype GTP binding, inhibitors and activators; GST-Rab7 beads, fluorescent GTP binding, flow cytometry; actives lie on both sides; untreated = 100%, excess cold GTP = 0%; GTP binding activity (percent of control), % at 10 µM; 190,000 tested, 0.055% active;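 active = fluorescent GTP binding to Rab7 beads changed by at least 20 points from the 100% baseline, either direction, mostly lower; inconclusive = compound itself probably fluorescent, or too few beads counted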;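 also: median green fluorescence of bound Bodipy-FL-GTP per Rab7 bead population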
Rac1 act GTP bind – modulators of GTP binding to human Rac1 activated mutant; P63000; GST-Rac1 activated beads, fluorescent GTP binding, flow cytometry; actives lie on both sides; 100% means binding = to untreated wells; percent activity (GTP binding), % at 10 µM; 190,000 tested, 0.11% active; AID 764;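 active = GTP binding at least 20 percentage points away from the 100% baseline, in either direction, so actives lie on both sides; inconclusive = Compound likely fluorescent itself, or too few beads counted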
ABCB1 block – inhibitors of human ABCB1 transporter, ABCG2 counter-screen | AID 1326 | CCRF-Adr cells, JC-1 efflux, flow cytometry | 190,000 tested, 0.067% active | P08183 | inhibition, % at 6.6 µM; in the data active = inhibition above about 40%;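 also: 0% = vehicle and 100% = reference inhibitor; higher value means more JC-1 retained so stronger ABCB1 efflux block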
ABCG2 inh – inhibitors of human ABCG2 transporter, ABCB1 counter-screen | Q9UNQ0 | IgMXP3 cells, JC-1 efflux, flow cytometry | inhibition, % at 6.6 µM | 190,000 tested, 0.1% active | AID 1325;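 active = inhibition above 80%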;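 also: 0% = DMSO and 100% = nicardipine control wells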
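Test system: IgMXP3 (ABCG2) plus far-red-tagged CCRF-Adr (ABCB1) cells. Reagent: JC-1 dye as substrate. Timing: 10 min exposure at 25 °C with rotation, no wash. Measured by: flow cytometric JC-1 green MFI at 530 nm. Read-out: percent efflux inhibition, scaled nicardipine 100% to DMSO 0%. Control set: nicardipine and DMSO wells.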
Pf gametocyte – inhibitors of late stage P. falciparum gametocyte viability | P. falciparum stage V gametocytes, ATP luminescence, 24 h | inhibition, % at 10.9 µM | 150,000 tested, 0.065% active | AID 743093;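 active = inhibition above the mean plus 3 SD of compounds within the control limits, set per campaign, cut at about 38% in these data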;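 also: 0% = DMSO wells and 100% = medium only without gametocytes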
Cdc42 wt – human Cdc42 wildtype GTP binding change, either direction; GST-Cdc42 beads, Bodipy-GTP binding, flow cytometry; actives lie on both sides; P60953; AID 761; percent activity (GTP binding), % at 10 µM; 190,000 tested, 0.2% active;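 active = percent activity GTP binding at least 20 points away from the 100% baseline, either down as inhibitor or up as activator; inconclusive = compound flagged as likely green fluorescent from well-wide comparison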;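 also: median bead fluorescence of bound Bodipy-FL-GTP at 100 nM; 0% = excess unlabeled GTP control and 100% = no compound control; below 100% means less GTP binding so inhibitor and above means activator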
Target sequence (P60953 whole entry, looked up): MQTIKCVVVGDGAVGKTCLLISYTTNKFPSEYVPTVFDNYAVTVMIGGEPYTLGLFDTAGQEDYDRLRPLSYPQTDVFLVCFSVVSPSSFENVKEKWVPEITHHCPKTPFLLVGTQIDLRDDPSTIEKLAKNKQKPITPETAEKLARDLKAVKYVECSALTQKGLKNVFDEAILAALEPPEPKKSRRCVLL
Rac1 wt GTP bind – alters GTP binding to wildtype human Rac1. AID 757. 190,000 tested, 0.27% active. GTP binding activity (% of control), % at 10 µM. GST-Rac1 beads, fluorescent GTP binding, flow cytometry; actives lie on both sides; 0 = cold GTP competed, 100 = untreated. P63000;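 active = GTP binding activity at least 20 points away from the 100% control level, either lower or higher; inconclusive = compound flagged as likely green fluorescent, judged across all proteins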
* hit, by the source's call; ? = inconclusive; / = not tested or not shown.

SMILES	Avidin fluor	Rab2 wt GTP	HRas wt GTP	Mcl1-Noxa inh	Rab7 wt modul	Rac1 act GTP bind	ABCB1 block	ABCG2 inh	Pf gametocyte	Cdc42 wt	Rac1 wt GTP bind
CC1CCCC(NC(=O)COC(=O)c2ccccc2[N+](=O)[O-])C1C (centres undefined)	9	95.0	94.0	5.9	94.0	95.0	0.7	2.6	8.1	93.0	96.0
CCOC(=O)CSc1nc2cc(C)cc(C)c2cc1C#N	35	97.0	99.0	6.7	92.0	98.0	2.2	98.7*	7.0	99.0	105.0
Cc1cc2cc(CNC(=O)NC3CCCCC3)ccc2n1C	6	101.0	100.0	4.4	102.0	97.0	0.6	3.3	/	101.0	101.0
O=[N+]([O-])c1ccc(OCC(O)CN2CCN(c3ccccc3F)CC2)cc1 (centres undefined)	9	97.0	100.0	20.3	98.0	99.0	0.6	9.0	1.2	100.0	101.0
BrC(=C\c1ccccc1)/C=N/n1cnnc1	18	97.0	97.0	-13.3	95.0	97.0	-0.2	8.6	-3.3	99.0	99.0
COC(=O)COc1ccc(S(=O)(=O)NCc2ccco2)cc1	27	?	?	5.8	?	?	1.3	21.3	/	?	?
C[n+]1c2n(c3ccccc31)N=C(c1ccc(Cl)cc1)CS2	14	97.0	97.0	-6.0	97.0	97.0	0.0	0.4	-9.8	98.0	99.0
O=C(O)c1sc2ncccc2c1OCc1ccccc1	9	102.0	96.0	0.6	107.0	90.0	0.5	-3.1	5.2	100.0	102.0
O=C(COc1ccccc1[N+](=O)[O-])N/N=C/c1ccc(O)c([N+](=O)[O-])c1	15	96.0	98.0	2.3	101.0	93.0	0.0	7.2	-11.4	92.0	95.0
Cc1ccnc(SCc2cc(=O)c(OC(=O)c3ccc(Cl)c([N+](=O)[O-])c3)co2)n1	10	91.0	90.0	6.8	95.0	88.0	1.4	10.8	-11.2	89.0	80.0
CCCCNC(=O)C1CCCN(S(=O)(=O)CC)C1 (centres undefined)	8	102.0	98.0	3.8	93.0	98.0	0.0	0.6	16.8	98.0	102.0
O=C(O)c1ccc(NC(CSCc2ccccc2F)C(=O)O)c([N+](=O)[O-])c1 (centres undefined)	11	98.0	99.0	25.5	101.0	95.0	1.1	1.8	11.5	98.0	102.0
Cc1cc(SCC(=O)c2ccc3c(c2)OCO3)nc2ccccc12	11	99.0	99.0	-40.4	101.0	101.0	0.0	6.2	12.2	103.0	104.0
CCn1c(O)c(N=NC(=O)c2cccs2)c2ccccc21	13	98.0	97.0	9.1	105.0	95.0	1.4	6.4	17.4	96.0	98.0
C/C(=N/NC(=O)CNC(=O)Cc1ccccc1)c1ccco1	12	96.0	100.0	14.1	100.0	98.0	1.6	28.4	-9.8	103.0	103.0
Cc1cc[n+]2c3c(cccc13)CCC2	11	95.0	99.0	25.8	97.0	98.0	0.0	-0.6	-30.2	103.0	100.0
CC(=O)c1ccc(OC(=O)c2ccc(-n3nc(C)cc3C)cc2)cc1	14	99.0	98.0	-32.3	103.0	95.0	-1.7	2.7	14.6	98.0	96.0
N/C(=N\O)c1ccc(NC(=O)c2cccs2)cc1	29	100.0	100.0	-14.4	102.0	100.0	0.6	19.6	/	101.0	103.0
O=C(c1ccco1)N1CCN(c2nc3ccccc3n3nnnc23)CC1	11	104.0	107.0	24.9	102.0	102.0	1.5	6.0	-30.6	108.0	104.0
Nc1nc2n(n1)C(c1cccs1)CC(c1ccc(F)cc1)N2 (centres undefined)	22	99.0	99.0	-3.4	102.0	94.0	0.6	0.5	-14.9	98.0	102.0
CCNC(=S)NCc1ccc(OC)c(OC)c1	10	97.0	97.0	1.3	99.0	100.0	0.4	2.0	-11.6	95.0	97.0
COc1ccc2c(=O)c(C(=O)O)c(-c3ccc4c(c3)OCO4)n(C)c2c1	2	92.0	95.0	1.8	96.0	96.0	0.3	4.0	7.6	94.0	98.0
Cc1csc(NC(=O)c2ccc(C)c([N+](=O)[O-])c2)n1	1	97.0	100.0	11.8	97.0	101.0	2.5	26.4	20.8	104.0	103.0
COc1ccc(C)cc1S(=O)(=O)N1CCC(C(=O)N2CCN(C)CC2)CC1	13	100.0	99.0	15.6	97.0	101.0	-0.1	-1.1	-62.5	101.0	102.0
COc1cc(NC(=O)COC(=O)/C=C/c2c(C)nn(C3CCS(=O)(=O)C3)c2Cl)cc(OC)c1OC (centres undefined)	7	100.0	101.0	6.9	100.0	98.0	-0.1	0.3	6.2	98.0	102.0
O=C(CN1C(=O)COc2ccccc21)N(CCCN1CCOCC1)CC1CC=CCC1 (centres undefined)	/	101.0	104.0	1.5	105.0	100.0	0.0	1.3	/	103.0	116.0
c1ccc2[nH]c(N3CCOCC3)nc2c1	6	102.0	103.0	1.6	103.0	100.0	0.1	0.3	/	105.0	106.0
Cc1ccccc1C(=O)NC(CC(C)C)C(=O)Nc1ccc(S(N)(=O)=O)cc1 (centres undefined)	11	99.0	100.0	16.9	103.0	100.0	-0.1	0.0	-10.6	99.0	102.0
COc1cccc(NC(=O)COC(=O)Cc2ccccc2[N+](=O)[O-])c1	14	91.0	91.0	-0.5	94.0	88.0	0.4	0.9	-3.2	88.0	89.0
Clc1ccc(SCCCCN2CCOCC2)cc1	13	?	?	25.4	?	?	0.2	-1.4	/	?	?
COC(=O)c1ccc(OC)c(-c2c(OC)cc(OC)cc2OC)c1	4	81.0	87.0	6.4	88.0	94.0	-1.3	-2.1	3.6	99.0	119.0
O=C(CSc1nn(-c2ccc(F)cc2)c(=S)s1)NC(=O)NCc1ccco1	2	99.0	97.0	27.3	102.0	96.0	-0.1	0.1	/	95.0	101.0
O=C(NC(=S)Nc1cccc2ncccc12)c1ccco1	12	102.0	98.0	22.3	109.0	96.0	0.4	15.9	-3.8	96.0	104.0
CCSCCOC(=O)C1=C(C)NC(=O)NC1c1ccccc1 (centres undefined)	7	107.0	105.0	-12.6	105.0	103.0	0.8	4.5	/	105.0	111.0
COc1ccc(NC(=O)C2CCN(Cc3cnn(-c4ccccc4)c3-n3cccc3)CC2)cc1OC	9	98.0	97.0	-3.0	100.0	96.0	-0.5	-2.7	/	100.0	99.0
O=C(NCCC1=CCCCC1)C1CCN(C(=O)c2ccc(Cl)cc2)CC1	7	95.0	94.0	/	92.0	91.0	0.4	0.6	-10.1	93.0	90.0
COc1ccc(CN(CCC#N)C(=S)NC(=O)c2ccccc2)cc1	10	104.0	104.0	-2.0	105.0	99.0	0.5	1.2	-6.7	104.0	102.0
Cc1nn(CC(=O)NNC(=S)Nc2ccccc2)c(C)c1[N+](=O)[O-]	3	98.0	99.0	-39.0	99.0	96.0	0.0	0.6	/	103.0	101.0
Cc1cc(NC(=O)CSc2n[nH]c(=O)[nH]c2=O)ccc1Br	8	93.0	91.0	10.1	95.0	89.0	0.1	-0.1	-16.2	93.0	92.0
COC(=O)c1ccccc1NC(=O)CN(C)S(=O)(=O)c1ccc(OC)c(C)c1	9	98.0	99.0	5.3	97.0	98.0	1.1	6.8	/	100.0	100.0
COc1nc(N(C)C)nc(-n2nnc(C(C)=O)c2C)n1	24	96.0	96.0	14.4	96.0	94.0	0.5	46.0	-32.6	93.0	96.0
Cc1ccc(S(=O)(=O)Nc2cc(C(=O)N3CCOCC3)ccc2N2CCCCC2)cc1	7	101.0	102.0	7.7	103.0	102.0	2.4	3.5	/	101.0	98.0
Cc1cc(C(=O)CSc2nnc(C3COc4ccccc4O3)n2C)c(C)n1-c1ccc(F)cc1 (centres undefined)	10	89.0	93.0	-12.2	97.0	88.0	0.2	1.7	/	93.0	88.0
C#CCOCCOCCOCCNc1nc(N2CCOCC2)nc(N2CCN(C(=O)[C@H](Cc3ccc(O)cc3)n3cc([C@@H](N)CC(C)C)nn3)CC2)n1	6	96.0	94.0	10.3	98.0	95.0	-0.4	-0.7	3.1	95.0	99.0
Nc1ccc2nc3n(c(=O)c2c1)CCC3	6	97.0	98.0	16.0	100.0	97.0	0.5	1.3	/	98.0	100.0
CS(=O)(=O)N(CCc1ccccc1)CC(=O)Nc1ccc(OCc2ccccc2)cc1	24	96.0	96.0	6.4	93.0	92.0	0.3	2.5	/	94.0	93.0
COC(=O)c1ccc2c(=O)n(CC3CCCO3)c(SCC(=O)Nc3ccccc3OC)nc2c1 (centres undefined)	33	96.0	100.0	-4.7	94.0	101.0	6.9	9.1	3.4	101.0	100.0
CC(CC(=O)Nc1ccc(C(N)=O)cc1)c1ccccc1 (centres undefined)	15	100.0	101.0	-6.3	95.0	100.0	0.1	2.7	1.5	102.0	102.0
C#CCNc1nc(C(C)C)nc2c1nnn2Cc1ccccc1F	12	100.0	100.0	-14.9	99.0	98.0	0.5	1.4	/	98.0	102.0
CCn1cc[n+](C)c1P(c1ccccc1)c1ccccc1	11	101.0	101.0	10.5	105.0	102.0	0.0	1.2	-9.5	104.0	107.0
CC(C)c1ccc(C(C(=O)NC2CCCC2)N(C(=O)CNC(=O)c2ccco2)c2cccnc2)cc1 (centres undefined)	22	95.0	92.0	0.3	92.0	92.0	-0.3	-0.1	/	96.0	94.0
COC(=O)c1ccc(-c2nc3cc(N)ccc3o2)cc1	6	99.0	101.0	5.2	98.0	100.0	-1.4	0.0	/	102.0	103.0

In the list so far, four have a thiophene ring, fused or not.
SMILES	Avidin fluor	Rab2 wt GTP	HRas wt GTP	Mcl1-Noxa inh	Rab7 wt modul	Rac1 act GTP bind	ABCB1 block	ABCG2 inh	Pf gametocyte	Cdc42 wt	Rac1 wt GTP bind
O=C(O)c1sc2ncccc2c1OCc1ccccc1	9	102.0	96.0	0.6	107.0	90.0	0.5	-3.1	5.2	100.0	102.0
CCn1c(O)c(N=NC(=O)c2cccs2)c2ccccc21	13	98.0	97.0	9.1	105.0	95.0	1.4	6.4	17.4	96.0	98.0
N/C(=N\O)c1ccc(NC(=O)c2cccs2)cc1	29	100.0	100.0	-14.4	102.0	100.0	0.6	19.6	/	101.0	103.0
Nc1nc2n(n1)C(c1cccs1)CC(c1ccc(F)cc1)N2 (centres undefined)	22	99.0	99.0	-3.4	102.0	94.0	0.6	0.5	-14.9	98.0	102.0
